Nrf2 inh = Nrf2 qHTS screen for inhibitors. A549 ARE-Fluc reporter, luciferase luminescence, 18-24 h. Potency, µM (highest dose often 46 µM), without a hit: at the top dose activity change, negative = inhibition, usual class: inhibitors. actives 2.1% (n = 360,000). AID 504444, 2011; note: % is set by controls: 0 for no effect and ±100 for the full control effect; nearly all actives have a fitted effect of over 60% in size
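In this cell-based qHTS, ARE-driven firefly luciferase in A549 cells reports Nrf2 activity; the luminescent signal after BugLite lysis is the measured value, with a prior CellTiter-Fluor read for cell health.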
MCF10A rerep = A quantitative high throughput screen for small molecules that induce DNA re-replication in MCF 10a normal breast cells | MCF 10A DNA re-replication, Hoechst nuclear intensity, 48 h | Potency, µM (doses to about 46.1 µM), inactives show at the highest dose activity, positive = re-replication, usual class: activators | actives 2.9% (n = 350,000); note: % of control where 0% means no effect; nearly all actives have a fitted effect of over 50% in size
HepG2 viability = qHTS for Inhibitors of TGF-b: Cytotox Counterscreen. HepG2 CAGA-GFP viability, ATP luminescence, 18 h. actives 0.76% (n = 410,000). Potency, µM (top dose mostly 46.1 µM), without a hit: top-dose activity change, negative = cytotoxicity, most hits filed as cytotoxic; note: some results filed as inactive show a strong effect at the top dose
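HepG2 CAGA-GFP cells (1000/well, DMEM with 1% FBS) received compound, then TGF-beta at 500 pg/mL final, and were incubated 18 hours at 37 degrees C. Viability was read by CellTiter-Glo luminescence. Media-only wells were set as complete cell-killing and DMSO as no toxicity.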
ATXN viability = Viability Counterscreen for Primary qHTS for Inhibitors of ATXN expression | S2 cells (HEK-293 line with an ATXN2-luciferase reporter) viability, CellTiter-Fluor protease fluorescence, 24 h | Potency, µM (highest dose often 56.7 µM), usual class: cytotoxic | actives 0.49% (n = 400,000) | AID 651635, 2014; note: nearly all actives have a fitted effect of over 40% in size
A549 tox = Nrf2 qHTS screen for inhibitors: counterscreen for cytotoxicity; A549 ARE-Fluc cells, CellTiter-Fluor viability, 18-24 h; Potency, µM (highest dose often 46 µM), inactives show at the top dose activity change, negative = cytotoxicity, actives largely listed as inhibitors; actives 0.16% (n = 390,000); AID 504648, 2011; note: % is set by controls: 0 for no effect and ±100 for the full control effect
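A549 ARE_Fluc cells in 5% FBS OPTI-MEM were exposed to compounds in concentration-response for 18-24 h at 37 deg C. Viability was read by CellTiter-Fluor fluorescence (Ex 405/Em 525) after 30 min, before the luciferase read.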
Nrf2 activator = qHTS of Nrf2 Activators; AREc32 ARE-luciferase reporter (MCF7-derived line), luminescence, 24 h; AID 624171, 2012; actives 0.31% (n = 410,000); Potency, µM (titrated, usually from 46.1 µM), for the others: at the highest dose activation, hits mostly activators; note: % of control where 0% means no effect; nearly all actives have a fitted effect of over 65% in size
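Luminescent ARE reporter assay in AREc32_Fluc cells: overnight plating at 37 deg C, 24 hr compound incubation, Steady-Glo added, 30 min RT before reading.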
EPAC2 antagonist = qHTS for Antagonist of cAMP-regulated guanine nucleotide exchange factor 2 (EPAC2): primary screen; Rap guanine nucleotide exchange factor 4 (Homo sapiens), Q8WZA2; EPAC2 GEF exchange of Rap1B-BODIPY-GDP, fluorescence; Potency, µM (titrated, usually from 114 µM), inactives show at the highest dose activity, negative = inhibition, hits mostly inhibitors; actives 0.18% (n = 360,000); note: % is set by controls: 0 for no effect and ±100 for the full control effect; nearly all actives have a fitted effect of over 45% in size; many of its hits are not listed in these tables
Target sequence (Q8WZA2 whole entry, looked up): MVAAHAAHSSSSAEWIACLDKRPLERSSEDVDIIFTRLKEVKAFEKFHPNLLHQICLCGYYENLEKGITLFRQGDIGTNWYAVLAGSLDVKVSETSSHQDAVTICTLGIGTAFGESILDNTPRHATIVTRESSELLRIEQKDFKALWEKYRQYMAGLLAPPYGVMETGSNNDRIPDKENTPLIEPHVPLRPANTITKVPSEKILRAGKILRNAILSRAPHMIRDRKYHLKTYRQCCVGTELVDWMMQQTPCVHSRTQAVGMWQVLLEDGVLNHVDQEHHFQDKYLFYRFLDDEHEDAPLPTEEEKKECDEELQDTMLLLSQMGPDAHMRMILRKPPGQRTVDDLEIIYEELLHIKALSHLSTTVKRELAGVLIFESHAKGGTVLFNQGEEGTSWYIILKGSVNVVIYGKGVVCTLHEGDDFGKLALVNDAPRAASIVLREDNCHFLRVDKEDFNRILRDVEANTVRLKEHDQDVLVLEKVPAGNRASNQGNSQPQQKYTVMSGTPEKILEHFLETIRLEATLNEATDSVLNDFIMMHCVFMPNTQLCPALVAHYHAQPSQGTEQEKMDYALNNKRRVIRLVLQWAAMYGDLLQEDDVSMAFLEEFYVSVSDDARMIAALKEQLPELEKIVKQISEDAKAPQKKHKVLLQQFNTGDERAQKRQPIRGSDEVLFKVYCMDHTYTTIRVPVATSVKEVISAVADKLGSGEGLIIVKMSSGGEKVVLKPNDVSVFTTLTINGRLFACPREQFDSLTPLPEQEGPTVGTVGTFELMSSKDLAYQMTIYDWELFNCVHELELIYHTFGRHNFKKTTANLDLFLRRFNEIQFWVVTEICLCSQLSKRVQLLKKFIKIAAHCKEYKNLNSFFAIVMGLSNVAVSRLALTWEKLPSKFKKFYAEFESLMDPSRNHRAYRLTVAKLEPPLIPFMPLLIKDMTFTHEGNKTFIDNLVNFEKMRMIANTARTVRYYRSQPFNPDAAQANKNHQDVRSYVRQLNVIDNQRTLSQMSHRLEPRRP
TGFb inhibitor = qHTS for Inhibitors of TGF-b. AID 588855, 2011. Potency, µM (highest dose often 46.1 µM), for inactives: top-dose activity, negative = inhibition, actives largely listed as inhibitors. actives 1.2% (n = 410,000). HepG2 CAGA-GFP TGF-b/SMAD3 reporter, GFP fluorescence, 18 h; TGF-beta stimulated, 500 pg/mL final; note: % is set by controls: 0 for no effect and ±100 for the full control effect; nearly all actives have a fitted effect of over 65% in size
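Smad-responsive CAGA-GFP expression was quantified in HEPG2 cells exposed to compounds and 500 pg/mL final TGF-beta for 18 h at 37 degrees C; unstimulated wells defined full inhibition.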
ATXN2 expr inh = Primary qHTS for Inhibitors of ATXN expression. HEK-293 ATXN2-luciferase reporter, luminescence, 24 h. Potency, µM (series often up to 57 µM), inactives show at the top dose activity change, negative = inhibition, actives largely listed as inhibitors. actives 0.72% (n = 360,000). AID 1745845, 2022; note: % is set by controls: 0 for no effect and ±100 for the full control effect; nearly all actives have a fitted effect of over 55% in size
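qHTS (up to 57 uM final) was run with 24 h compound exposure of reporter cells at 37 °C. Each well was multiplexed: SteadyGlo luminescence measured ATXN2-luciferase expression after a fluorogenic Gly-Phe-AFC viability readout (25 uM final).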
* marks the source's active call; other numbers are inactive results; i = inactive; ? = inconclusive; / = not tested or not shown; [ ] = dose if it differs, or a comment. Calls come from the whole dose curve; as a rule, active = well fitted curve in the direction sought with a large enough effect; inconclusive = small, poorly fitted or top-dose-only effect, or another doubt; inactive = no such curve, though single readings can be large; an effect the other way counts as inactive or inconclusive. Potency is the fitted concentration of half-maximal effect.

SMILES	Nrf2 inh	MCF10A rerep	HepG2 viability	ATXN viability	A549 tox	Nrf2 activator	EPAC2 antagonist	TGFb inhibitor	ATXN2 expr inh
CCN1C(=O)C(O)(CC(=O)c2c(C)coc2C)c2ccccc21 (configuration not stated)	-11%	-7%	-6%	?	1%	0.3%	20%	7%	-8%
O=C(NCCN1CCCCC1)Nc1cccc(Cl)c1Cl	11%	0%	-18%	i	10%	-0.6%	2%	-13%	0%
Clc1ccccc1C1=Nn2c(nnc2-c2ccco2)SC1	-20%	0%	-28%	i	2%	11%	1%	0%	-30%
CC1CCN(C(=O)c2ccc(NC(=O)C3CCCO3)cc2)CC1 (configuration not stated)	23%	0%	-5%	i	-6%	0.3%	1%	3%	7%
O=C(NCc1ccccc1)c1nc(-c2ccc(Cl)cc2)n2c1CCCCC2	-114%	/	-5%	?	-20%	0.3%	/	11µM*	-29%
CC1=C(C(=O)OC2CCCCCC2)C(c2c(F)cccc2Cl)CC(=O)N1 (configuration not stated)	?	/	-96%	i	5%	-0.4%	/	?	?
Cc1ccc(O)c(NC(=O)c2noc3c2CCCC3)c1	1%	/	-30%	?	-3%	7.9µM*	/	-3%	97%[activator]
N#Cc1ccc(C(=O)NNC(=O)c2ccncc2)cc1	-24%	0%	-4%	i	-11%	-0.6%	8%	-3%	-5%
Cc1ccccc1NC(=O)c1nc(S(C)(=O)=O)ncc1N(Cc1ccco1)Cc1sccc1C	13%	/	-14%	i	2%	4.8%	/	1%	-6%
Cc1nc2ccc(NC(=O)N3CCSCC3)cc2s1	1%	1%	-2%	i	0%	-0.4%	0%	0%	13%
CC(=NCc1cccc(Cl)c1)c1nc(-c2ccco2)oc1O	8%	?	18%	i	2%	?	-4%	-11%	2%
CS(=O)(=O)N(CC(=O)N1CCc2ccccc2C1)Cc1ccc(Cl)cc1	10%	-5%	-19%	i	17%	0.1%	0%	-3%	4%

Reprinted from the part before: 2 compounds; new compounds follow.
SMILES	Nrf2 inh	MCF10A rerep	HepG2 viability	ATXN viability	A549 tox	Nrf2 activator	EPAC2 antagonist	TGFb inhibitor	ATXN2 expr inh
CC(=NCc1cccc(Cl)c1)c1nc(-c2ccco2)oc1O	8%	?	18%	i	2%	?	-4%	-11%	2%
CS(=O)(=O)N(CC(=O)N1CCc2ccccc2C1)Cc1ccc(Cl)cc1	10%	-5%	-19%	i	17%	0.1%	0%	-3%	4%
CCN1CCN(/C=N/c2nc3c(s2)CCCC3)CC1	?	0%	-2%	?	1%	-1.9%	8%	-8%	?
COc1cc(-c2n[nH]c(=S)n2-c2cccc(C(F)(F)F)c2)cc(OC)c1OC	-16%	7%	0%	i	-5%	3.3%	4%	?	2%
CCCCc1nc(NCCN2CCOCC2)c(C#N)c2c1COC(C)(C)C2	13%	4%	-18%	i	15%	0.3%	11%	-10%	-6%
CC(C)c1nnc(NC(=O)C2CCCN(C(=O)Nc3ccc(F)cc3)C2)s1 (configuration not stated)	?	-7%	2%	i	-5%	-0.3%	2%	1%	-3%
CCN(CC(=O)Nc1ccc(OC)cc1)C(=O)c1ccc2c(c1)NC(=O)CS2	-6%	-23%	-7%	i	-8%	0.2%	-2%	-22%	-9%
CCN1C(=O)CSc2ccc(C(=O)NCc3ccccc3OC)cc21	1%	19%	-26%	i	-5%	0.3%	9%	23%	9%
O=C(NCC1CCCO1)c1cn(Cc2ccccc2)nc1-c1ccc(Cl)cc1 (configuration not stated)	-19%	1%	-3%	i	-2%	10%	-9%	-2%	/
O=C(CCCOc1cccc(Br)c1)NCCOc1ccccc1	5%	3%	-2%	i	-1%	-0.6%	-23%	7%	-13%
CSc1cccc(NC(=O)c2c(Cl)cnn2C)c1	25%	-4%	-2%	i	-11%	0.3%	1%	1%	23%
CN1CCN(c2ccc(S(=O)(=O)N3CCOCC3)cc2)CC1	3%	0%	-7%	i	-2%	-0.4%	-4%	-2%	0%
COc1ccc(Cl)cc1NC(=O)NCCn1c(=O)oc2ccc(C)cc21	?	/	-10%	i	0%	3.7%	/	?	-26%
Cc1nc2ccccc2c(=O)n1/N=C/c1ccc(N(C)C)cc1	?	11%	-32%	i	-3%	0.3%	-2%	5%	41%[activator]

4 of the entries above in order of their number in Nrf2 activator, low to high:
| molecule | Nrf2 inh | Nrf2 activator | EPAC2 antagonist | TGFb inhibitor |
| --- | --- | --- | --- | --- |
| CCN1CCN(/C=N/c2nc3c(s2)CCCC3)CC1 | ? | -1.9% | 8% | -8% |
| CC(C)c1nnc(NC(=O)C2CCCN(C(=O)Nc3ccc(F)cc3)C2)s1 (configuration not stated) | ? | -0.3% | 2% | 1% |
| CCN(CC(=O)Nc1ccc(OC)cc1)C(=O)c1ccc2c(c1)NC(=O)CS2 | -6% | 0.2% | -2% | -22% |
| CCN1C(=O)CSc2ccc(C(=O)NCc3ccccc3OC)cc21 | 1% | 0.3% | 9% | 23% |

New compounds follow.
SMILES	Nrf2 inh	MCF10A rerep	HepG2 viability	ATXN viability	A549 tox	Nrf2 activator	EPAC2 antagonist	TGFb inhibitor	ATXN2 expr inh
Cc1cccc(NS(=O)(=O)c2cccc3nsnc23)c1	19%	-2%	3%	i	-3%	1.5%	1%	-1%	10%
CCNc1c([N+](=O)[O-])c(=O)oc2ccccc12	17%	-14%	4%	?	-1%	0.1%	2%	-4%	0%
Cc1ccc(S(=O)(=O)NCc2cccnc2)cc1C	10%	-1%	9%	i	-3%	0.2%	8%	12%	1%
c1ccc2nc3c(nc2c1)[nH]c1ccccc13	?	28%	-21%	i	11%	16%	-3%	0%	24%
Cn1c(=O)c2c(nc(CN3CCN(CCO)CC3)n2Cc2ccccc2Cl)n(C)c1=O	?	16%	-11%	i	5%	2.6%	1%	2%	-10%
C=CCC[C@H](Cc1ccc(F)cc1)C(=O)OC[C@@H](Cc1c[nH]c2ccccc12)NC(=O)[C@@H](CC=C)CC(=O)N[C@H](CO)Cc1ccccc1	-14%	-8%	-16%	?	-14%	3.6%	-14%	-67%	-17%
CCOC(=O)/C(C#N)=C/N1CCOCC1	2%	-1%	-2%	i	1%	3.2%	7%	-14%	-5%
Cc1ccc(CNC(=O)CCS(=O)(=O)c2cccc3nonc23)cc1	20%	0%	-1%	i	-7%	1.3%	-5%	0%	-17%
O=C(O)c1ccc(-c2ccc(O)c(F)c2)cc1	?	-2%	-29%	i	12%	-0.5%	9%	-2%	0%
Cc1c(C(=O)O)cccc1-n1c(C)cc(/C=C(/C#N)C(=O)NCc2ccccc2)c1C	-9%	2%	-14%	i	-6%	-0.3%	-14%	4%	-6%
COc1cc(NC(=S)N2CCN(c3ccccn3)CC2)cc(OC)c1	-14%	-6%	-3%	i	10%	-0.2%	1%	-20%	-8%
CN1CCN(/C=N/c2c(C#N)cnn2-c2ccccc2)CC1	5%	18%	19%	i	-1%	0.3%	0%	1%	3%
CN(C)S(=O)(=O)c1cccc(COc2ncnc3c(Cl)cc(Cl)cc23)c1	?	6%	-25%	i	2%	0.3%	-7%	-4%	-26%
COCc1ccc([C@@H]2C[C@H]3CN(Cc4cccc(Cl)c4)C(=O)[C@]34CCCN24)o1	-5%	-1%	1%	?	0%	0.4%	-10%	-9%	/
Cn1c(=O)n(CCc2ccccc2)c2ccccc21	3%	-2%	14%	i	1%	5.1%	-2%	-12%	44%[activator]
COC(=O)C1CC(Cl)CN1c1ncc(C(F)(F)F)cc1Cl (configuration not stated)	-10%	-5%	-8%	i	-5%	0.3%	-19%	1%	25%
O=C1CSC(=S)N1N=C1CCCCCC1	3%	8%	-6%	i	8%	3.0%	5%	-4%	2%
CCC/C(O)=C1\C(=O)CC(C)(C)CC1=NCc1ccccc1	-12%	1%	-7%	i	-10%	-0.7%	-5%	-4%	0%
CC12CCC(=O)N1C(C(=O)OCC(=O)Nc1sccc1C#N)CS2 (configuration not stated)	0%	2%	-7%	i	1%	-0.3%	-3%	13%	5%
CCOC(=O)CSc1nc(N)c(C#N)c(-c2ccc(OCC)cc2)c1C#N	-19%	14%	3%	i	7%	2.3%	-2%	1%	4%
CCn1c(SCC(=O)Nc2ccc(C(C)=O)cc2)nnc1C1CC1	-8%	0%	-8%	i	0%	2.6%	3%	-25%	2%
Cc1nn(Cc2ccccc2)c(C)c1NC(=O)CSc1nnc(-c2cc(Cl)ccc2O)n1C	14%	-1%	-17%	i	1%	-0.2%	2%	-25%	5%
COC(=O)c1cc(C)sc1NC(=O)C1CC(=O)NN1Cc1ccccc1 (configuration not stated)	-3%	3%	-25%	i	-2%	0.7%	-16%	3%	/
COc1ccc(Br)c(C(=O)N2CCCC2(C)C(=O)NCC(C)C)c1 (configuration not stated)	/	/	-10%	i	/	-0.2%	-5%	-8%	8%
COC(=O)CSc1snnc1-c1ccc(Cl)c(Cl)c1	-20%	?	-16%	i	-4%	0.0%	-7%	3%	5%
CCN(Cc1ccccc1)C(=O)c1c(C)oc2ncn(C)c(=O)c12	1%	/	1%	i	-5%	-0.2%	/	3%	11%
CCCCN1CCCCC1(C)C(=O)NCc1cccc(OC)c1 (configuration not stated)	/	/	-5%	i	/	-0.7%	-2%	-10%	5%
Cc1ccc2c(c1)nnn2C1CCN(C(=O)C23CC4CC(CC(C4)C2)C3)CC1	4%	3%	-1%	?	-3%	0.1%	-10%	?	-37%
CCOC(=O)C1=C(C)N=c2s/c(=C\c3ccc(OCC(=O)O)cc3)c(=O)n2C1c1ccccc1OC (configuration not stated)	1%	-4%	-5%	i	-19%	-0.7%	25%	16%	-15%
Clc1ccc(Nc2c3c(nc4ncnn24)CCC3)cc1	-7%	-3%	-18%	i	-11%	0.4%	1%	?	/
CCCC(=O)Nc1nc(C)c(-c2csc(Nc3ccccc3OC)n2)s1	11%	9%	-2%	i	-3%	0.3%	-5%	1%	6%
COc1cc(OC)c(NC(=O)c2nn(-c3ccc(C)cc3)c(=O)c3c2c2ccccc2n3C)cc1Cl	1%	/	-1%	i	-1%	-0.1%	/	-7%	5%
Cc1nn(C(=O)c2c([N+](=O)[O-])cnn2C)c(C)c1Cl	13%	0%	-12%	i	-3%	-0.5%	-3%	-9%	-7%
N/C(=N\S(=O)(=O)c1cccs1)c1ccccc1	/	-1%	5%	i	-1%	0.2%	-1%	4%	-11%

Assay outcomes (PubChem BioAssay)

These rows are one share of the data; count on the stated rates, not on these rows.
